# RXFP1 antagonist = blocks the human relaxin receptor RXFP1. Q9HBX9. AID 1259400. actives 0.59% (n = 350,000). HEK293-RXFP1, relaxin-stimulated cAMP HTRF, 30 min; stronger effect = lower value. activity change, negative = inhibition, % at 57.5 µM;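 active means activity change of -60% or lower, but not beyond a set lower limit; inconclusive means change between -60% and -40%, or beyond the set limit; inactive means change above -40%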; further: on the % scale 0 is the no-effect control and ±100 the full control effect
# Anesthetic bind = binds horse apoferritin like a general anesthetic. P02791. apoferritin/1-aminoanthracene competitive binding, fluorescence. Potency, µM (series often up to 77.5 µM), without a hit: at the top dose activity change, negative = displacement, most hits filed as inhibitors. actives 0.074% (n = 350,000); further: potency means the concentration at half of the fitted maximal effect; on the % scale 0 is the no-effect control and ±100 the full control effect; nearly all actives have a fitted effect of over 20% in size
# Target sequence (P02791 2-175 limits assumed): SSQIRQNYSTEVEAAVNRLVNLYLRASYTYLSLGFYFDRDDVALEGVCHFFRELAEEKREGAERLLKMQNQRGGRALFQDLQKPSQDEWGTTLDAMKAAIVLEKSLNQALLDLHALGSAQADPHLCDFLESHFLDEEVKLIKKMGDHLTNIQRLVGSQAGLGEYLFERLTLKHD
#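 10 uM apoferritin + 50% sat. 1-AMA, PBS; cpd 10 min RT; Ex380/Em535 endpoint; normalized to free probe vs complex; 4-param Hill fit; propofol titration as pos. ctrl.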
# TRHR enhancer = allosteric enhancers of human TRH receptor; P34981; TRHR cells, fluo-8 calcium fluorescence, EC20 TRH enhancement; enhancement, % at 2 µM; actives 0.66% (n = 360,000); AID 493056; in the data active means enhancement above about 30%; further: 0% is about no effect
# Target sequence (P34981 whole entry, looked up): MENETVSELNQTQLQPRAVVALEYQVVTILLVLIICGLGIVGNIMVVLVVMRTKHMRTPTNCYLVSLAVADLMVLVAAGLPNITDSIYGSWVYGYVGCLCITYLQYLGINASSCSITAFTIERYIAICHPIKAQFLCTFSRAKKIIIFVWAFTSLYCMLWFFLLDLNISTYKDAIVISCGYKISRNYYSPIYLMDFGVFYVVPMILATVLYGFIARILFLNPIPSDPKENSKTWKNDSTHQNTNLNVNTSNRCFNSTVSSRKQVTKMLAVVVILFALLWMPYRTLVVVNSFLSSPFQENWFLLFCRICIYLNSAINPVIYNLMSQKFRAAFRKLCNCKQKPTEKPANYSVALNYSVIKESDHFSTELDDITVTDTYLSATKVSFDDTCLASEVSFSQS
#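 TRHR-expressing cells loaded with fluo-8 calcium dye were read kinetically (ex 480/em 530) during compound addition, then stimulated with an EC20 of TRH (10 nM final). Enhancement of the Gq-mediated intracellular calcium response was scored.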
# TRHR ag = agonists of human TRH receptor | TRHR cells, calcium flux fluo-8, FDSS agonist mode | activation, % at 2 µM | actives 0.18% (n = 360,000) | P34981; in the data active means activation above about 30%; further: 0% is about no effect
#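 TRHR-expressing cells, plated overnight in medium with 10% serum, were loaded with fluo-8 calcium dye at room temperature. After a 10 s baseline, library compound was pin-added and calcium release was recorded kinetically (ex 480/em 530) as agonist response.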
# D2 potentiator = positive allosteric modulators of human D2 dopamine receptor. HEK293 T-REx D2, calcium flux, EC20 dopamine potentiation. potentiation, % at 10 µM. actives 0.34% (n = 340,000). AID 485347;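 active means potentiation over 3 SD above the plate norm, cut at about 30% in these data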; further: 0% is about no effect
#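 Tetracycline-induced HEK293 T-REx cells force-coupled to calcium signalling expressed D2; compounds were pin-added after a 10 s baseline, read kinetically 180 s, then an EC20 dopamine challenge followed with a further 180 s calcium read.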
# D1 potentiator = potentiators of human D1 dopamine receptor | potentiation, % at 10 µM | actives 0.036% (n = 360,000) | HEK293 TREx D1 cells, calcium flux, dopamine EC20 potentiation | P21728; in the data active means potentiation above about 30%; further: 0% is about no effect
# Target sequence (P21728 whole entry, looked up): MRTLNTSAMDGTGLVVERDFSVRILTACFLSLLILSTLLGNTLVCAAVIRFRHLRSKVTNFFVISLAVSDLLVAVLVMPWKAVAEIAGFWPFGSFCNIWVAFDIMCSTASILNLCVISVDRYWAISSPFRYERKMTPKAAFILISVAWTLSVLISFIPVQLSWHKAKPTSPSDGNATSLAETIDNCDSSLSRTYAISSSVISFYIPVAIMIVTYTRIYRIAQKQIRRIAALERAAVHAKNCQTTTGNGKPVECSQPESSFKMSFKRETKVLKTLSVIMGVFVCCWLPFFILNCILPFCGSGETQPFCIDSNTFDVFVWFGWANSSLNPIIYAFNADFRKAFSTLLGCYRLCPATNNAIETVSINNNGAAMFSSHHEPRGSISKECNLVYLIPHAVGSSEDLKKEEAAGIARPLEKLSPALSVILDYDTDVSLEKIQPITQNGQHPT
# RXFP1 ag = agonists of human relaxin receptor RXFP1 | HEK293T-RXFP1 cAMP TR-FRET, 30 min; response scale: percent of porcine relaxin response, buffer zero | Potency, µM (series often up to 57.5 µM), inactives show top-dose activation, hits mostly activators | actives 0.3% (n = 370,000); further: potency means the concentration at half of the fitted maximal effect; on the % scale 0 is the no-effect control and ±100 the full control effect; nearly all actives have a fitted effect of over 60% in size; many of its hits are not listed in these tables
#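 HEK293T cells stably expressing RXFP1 were pretreated with the PDE4 inhibitor Ro 20174, exposed to compounds for 30 min at 37C, lysed, and cAMP was read by TR-FRET. Data normalized to buffer (basal) and 29 nM porcine relaxin (100%).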
# D1 ag = agonists of human D1 dopamine receptor; AID 504660; actives 1% (n = 360,000); HEK293 T-REx D1 cells, calcium flux, agonist mode; activation, % at 2 µM; P21728; in the data active means activation above about 30%; further: 0% is about no effect
#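 Tetracycline-induced HEK293 TREx D1 cells, force-coupled to calcium signalling, were dye-loaded with a no-wash calcium kit. Compound was pin-added after a 10 s baseline. Fluorescence was read kinetically at 1 cycle/s for 180 s, with calcium rises flagged as agonism.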
# D1 antag = blocks dopamine activation of the human D1 receptor | HEK293 TREx D1 cells, calcium flux, dopamine EC80; stronger effect = lower value | activity change, negative = inhibition, % at 10 µM | actives 3.2% (n = 360,000) | AID 504652; in the data active means activity change below about -30%; further: on the % scale 0 is the no-effect control and ±100 the full control effect
#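 Kinetic fluorescence of a calcium dye serves as the read-out. D1-expressing Hek293 Trex cells, induced overnight at 30 C, are exposed to compound for 180 s before an EC80 dopamine addition, then read 180 s further.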
# An asterisk follows results filed as active; ? = inconclusive; . = no result given; [ ] = remark or other dose. Unless noted, the call rests on the fitted dose curve; in most records, active means well fitted curve in the direction sought with a large enough effect; inconclusive means small, poorly fitted or top-dose-only effect, or another doubt; inactive means no such curve, though single readings can be large; an effect the other way counts as inactive or inconclusive. This is a subset; count on the stated rates, not on these rows.
SMILES,RXFP1 antagonist,Anesthetic bind,TRHR enhancer,TRHR ag,D2 potentiator,D1 potentiator,RXFP1 ag,D1 ag,D1 antag
O=C(COc1ccc(Br)cc1Cl)NCCCN1CCOCC1,-9.1,-5.0%,3.4,2.1,2.3,-5.1,1.1%,2.6,-10.4
CCN1CCN(C(=O)c2cc3c(=O)n4ccccc4nc3n2Cc2ccccc2)CC1,.,233.9%[activator],-7.1,-0.1,-4.6,2.2,4.5%,3.9,4.3
Clc1cccc(-c2nc3nc4ccccc4nc3n2Cc2ccco2)c1,-10.1,-9.3%,-2.1,-1.3,5.6,-6.9,1.8%,6.9,8.6
CC(=O)N=c1sc2ccccc2n1C,-1.8,-10.7%,-5.9,0.0,-12.1,7.1,0.9%,4.6,10.4
CCCCNC(=O)CSc1c2c(nc3ccc(Cl)cc13)CCCC2,-5.1,-2.5%,-10.3,-0.5,9.7,-0.1,11.2%,-1.2,22.5
Cc1nc2nc(C)n(-c3ccccc3)c2s1,-4.0,-14.2%,-6.1,0.2,3.2,2.1,2.4%,1.3,0.9
O=C1NC(CCc2ccccc2)C(=O)N1Cc1cccc2ccccc12 (stereo not given),.,5.7%,1.2,-0.9,12.9,-9.8,-1.1%,10.9,-4.3
CN(Cc1cnn(C)c1)Cc1nc(C(c2ccccc2)c2ccccc2)no1,0.4,-11.1%,-0.9,2.4,-4.9,1.2,3.7%,2.4,1.9
CCCOc1cccc(C2c3c(oc4ccc(F)cc4c3=O)C(=O)N2CCc2ccc(OC)cc2)c1 (stereo not given),-20.0,-0.9%,8.2,-0.6,8.1,-3.4,2.7%,4.8,9.2
N#Cc1ccccc1NC(=O)COC(=O)c1ccc2c(c1)OCO2,-3.7,.,-5.6,-0.4,-3.0,-4.5,1.5%,1.2,-21.1
COc1ccccc1NC(=O)CSCc1ccc([N+](=O)[O-])cc1,-0.3,-12.3%,-1.9,-1.5,-0.7,-2.1,0.6%,0.7,-8.8
Cn1c(-c2ccc(Cl)cc2)cnc1NCc1cc2c(cc1[N+](=O)[O-])OCO2,1.7,?,-5.1,-0.7,-8.7,-4.0,2.1%,1.9,-14.5
CC(=O)Nc1nc(C)c(-c2nc3ccc([N+](=O)[O-])cc3[nH]2)s1,-5.1,-7.2%,1.7,0.5,0.2,0.9,0.6%,2.9,-0.2
NC(=O)C1CCN(c2cc(Cl)ccc2[N+](=O)[O-])CC1,1.2,-5.6%,3.6,-0.7,4.4,-4.4,-5.2%,-0.1,1.7
Cc1ccccc1-n1nc(-c2cccnc2)cc1C(=O)N/N=C/c1ccncc1,12.7,-8.6%,-3.6,0.5,4.8,-1.6,3.0%,-3.2,11.0

# The final 2 records of the part above are carried over, then new ones follow.
SMILES,RXFP1 antagonist,Anesthetic bind,TRHR enhancer,TRHR ag,D2 potentiator,D1 potentiator,RXFP1 ag,D1 ag,D1 antag
NC(=O)C1CCN(c2cc(Cl)ccc2[N+](=O)[O-])CC1,1.2,-5.6%,3.6,-0.7,4.4,-4.4,-5.2%,-0.1,1.7
Cc1ccccc1-n1nc(-c2cccnc2)cc1C(=O)N/N=C/c1ccncc1,12.7,-8.6%,-3.6,0.5,4.8,-1.6,3.0%,-3.2,11.0
C/C(=N\NC(=O)CNc1cccc2ccccc12)c1ccc(Br)s1,-5.9,-10.2%,11.2,0.0,3.3,4.0,3.7%,0.2,4.0
Cc1ccccc1NC(=O)CSc1nc2ccc(NC(=O)c3ccco3)cc2s1,.,-4.0%,-0.7,0.2,-6.4,0.3,0.2%,2.9,-9.9
Cc1cc(NC(=O)COC(=O)C2COc3ccccc3O2)no1 (stereo not given),-9.7,?,4.2,-2.9,-2.1,-0.4,0.1%,1.2,-10.2
COc1ccc(S(=O)(=O)N2CCN(C(=O)CCCN3C(=O)NC4(CCCC4)C3=O)CC2)cc1,-1.9,.,-0.6,-0.2,4.5,-4.6,-0.9%,0.6,12.8
O=C(CC1C(=O)NCCN1CC1CCCCC1)NCCc1ccc(F)cc1 (stereo not given),2.5,-20.1%,-4.2,0.5,4.0,3.4,2.5%,0.5,6.1
O=C1NC2(CCCCC2)C(=O)N1Cc1ccc([N+](=O)[O-])cc1,1.4,6.9%,-4.4,-0.1,-3.1,-3.2,0.6%,1.3,-6.7
COC(=O)[C@@]12CCCN1[C@H](c1ccc(-c3ccc(OC)cc3)cc1)[C@@H]1C(=O)N(C)C(=O)[C@@H]12,.,.,-6.3,0.2,-7.6,-8.0,0.3%,6.7,-22.5
Cc1cc(=O)oc2cc(OCCCN3C(=O)c4ccccc4C3=O)ccc12,-3.7,1.7%,3.7,-0.3,-2.3,-6.1,1.7%,-0.3,1.6
CN(C)S(=O)(=O)n1cnc(-c2ccccc2)c1-c1ccccc1,7.9,-10.4%,-1.0,-0.3,-5.1,-1.4,0.9%,0.1,-29.2
N#Cc1cc2c(nc1S(=O)(=O)Cc1ccccc1)CCCC2,-6.0,-6.3%,-2.8,-0.4,0.6,-2.6,-1.4%,0.3,-2.2
COc1cccc(N2CC(O)Cn3c2nc2c3c(=O)n(CCCc3ccccc3)c(=O)n2C)c1 (stereo not given),-0.6,?,-3.7,-0.4,-4.9,-1.8,0.5%,5.2,2.3
CC(=O)c1ccc(-c2ccc(C(=O)N3CCC(C(N)=O)CC3)o2)cc1,-11.3,.,0.5,0.0,.,-3.1,2.7%,1.6,-1.5
COc1ccccc1N1C(=S)N=C(Nc2c(C)cccc2C)C12CCCC2,-4.1,1.0%,4.0,-1.0,7.7,-2.0,-1.6%,0.7,3.4
COc1ccc(C(CC(=O)N2CCCC2)C(C)C)cc1 (stereo not given),6.5,4.8%,-0.6,0.1,4.3,2.3,-2.4%,0.3,-17.3
CCOc1ccccc1NC(=O)Cc1c(F)cccc1Cl,.,-9.9%,-12.9,-0.2,7.3,-3.2,2.8%,1.7,-16.2

# Structural class: those above containing a furan ring, fused or not (three)
SMILES,RXFP1 antagonist,Anesthetic bind,TRHR enhancer,TRHR ag,D2 potentiator,D1 potentiator,RXFP1 ag,D1 ag,D1 antag
Clc1cccc(-c2nc3nc4ccccc4nc3n2Cc2ccco2)c1,-10.1,-9.3%,-2.1,-1.3,5.6,-6.9,1.8%,6.9,8.6
Cc1ccccc1NC(=O)CSc1nc2ccc(NC(=O)c3ccco3)cc2s1,.,-4.0%,-0.7,0.2,-6.4,0.3,0.2%,2.9,-9.9
CC(=O)c1ccc(-c2ccc(C(=O)N3CCC(C(N)=O)CC3)o2)cc1,-11.3,.,0.5,0.0,.,-3.1,2.7%,1.6,-1.5

# Following part:
SMILES,RXFP1 antagonist,Anesthetic bind,TRHR enhancer,TRHR ag,D2 potentiator,D1 potentiator,RXFP1 ag,D1 ag,D1 antag
CCOc1ccc(NC(=O)CS(=O)(=O)c2cn(CC)c3ccccc23)cc1,-6.4,-0.6%,1.7,-0.5,2.9,2.8,0.5%,-2.9,-3.0
COc1ccc(/C(C)=N\n2cnnc2)cc1,-0.7,2.2%,-3.7,0.2,.,-0.1,-0.7%,-0.4,-9.4
O=C(NC1CCCCC1)C(c1ccc(Cl)cc1)N(C(=O)c1cnccn1)c1ccc2c(c1)OCO2 (stereo not given),-18.6,-1.9%,-1.9,0.0,1.7,-0.1,3.0%,3.7,8.8
CCN1CCN(CC(O)COCC2COc3ccccc3O2)CC1 (stereo not given),-5.3,-2.8%,-6.4,-0.6,.,2.0,-1.2%,-1.7,2.3
COc1ccc2oc(C(=O)N(Cc3ccco3)Cc3cccs3)c(C)c2c1,-28.0,.,13.6,1.8,-4.1,-1.5,2.7%,4.0,-0.8
CCc1ccc(NC(=O)CSc2nccn2-c2ccc(OC)cc2)cc1,-0.9,247.2%[activator],12.9,0.2,-15.5,-2.0,0.9%,1.7,-20.4
CN(C)c1ccc(C(CNC(=O)COc2ccc(Cl)cc2)N2CCOCC2)cc1 (stereo not given),-8.7,2.5%,-2.8,0.1,3.8,-0.8,8.1%,-1.5,-6.9
FC(F)(F)c1cc(Cl)c2nnc(-c3ccccn3)n2c1,3.4,-3.3%,2.4,-0.6,9.2,2.2,8.3%,1.5,-8.3
Cn1c(=O)c2c(nc(Oc3cccc(O)c3)n2C)n(C)c1=O,-2.6,2.0%,-0.6,-0.1,2.5,-3.5,6.7%,1.0,-18.7
O=C(NNC(=O)c1ccccc1[N+](=O)[O-])c1ccc(NC(=O)c2ccccc2)cc1,-1.3,?,-1.9,5.6,13.5,-20.7,0.4%,3.7,-37.8*
OCCN(CCO)CC(O)CN(c1ccccc1)c1ccccc1 (stereo not given),-7.9,-2.2%,2.2,-0.2,1.0,8.0,-5.8%,3.3,14.1
COc1cccc(CNC(=O)CSCc2cnn(-c3ccccc3)c2-n2cccc2)c1,-2.7,9.1%,-4.5,-0.5,0.5,-5.5,-1.5%,7.1,-11.3
CCOC(=O)c1sc(=S)n(-c2ccccc2Cl)c1C,-27.9,-10.5%,-7.6,0.7,2.5,-1.5,0.2%,8.8,-18.8
CN1CCN(CC(=O)N2N=C(c3cccs3)CC2c2ccco2)CC1 (stereo not given),.,-9.7%,11.7,0.3,5.0,-10.3,0.7%,4.3,-21.0
Cc1noc(C)c1S(=O)(=O)N1CCN(C(c2ccccc2)c2ccc(Cl)cc2)CC1 (stereo not given),.,-9.4%,-3.9,-0.5,5.7,-3.5,1.7%,2.7,17.5
CC1(C)Cc2c(ccc3ccccc23)C(c2cc3ccccc3oc2=O)=N1,-16.7,-15.3%,-5.3,-0.3,2.9,3.0,1.3%,2.5,-15.3
Cc1ccccc1NCN1C(=O)C2C3C=CC(C3)C2C1=O (stereo not given),0.0,-16.0%,-3.4,0.2,-1.3,-2.0,1.1%,3.5,-0.7
O=C(Cc1ccccc1)NCCCN1CCN(CCCNC(=O)Cc2ccccc2)CC1,4.9,4.3%,0.5,0.1,11.6,-2.1,-0.1%,0.8,9.3
COCCNC(=S)Nc1ccc(N2CCCCC2)cc1,-5.5,-2.4%,-2.7,0.9,-8.7,-3.8,0.0%,2.3,-16.7
O=C(COc1ccccc1[N+](=O)[O-])Nc1ccc(NC(=O)c2cc3ccccc3o2)cc1,-5.4,-14.1%,2.7,0.2,-3.8,-10.2,-0.5%,2.3,1.9
Cc1ccc(OCC(=O)NCCCNC(=O)c2ccccn2)cc1C,-5.9,-14.5%,10.1,0.3,1.5,-1.4,2.0%,2.7,1.3
COc1ccccc1CCNC(=O)CCNS(=O)(=O)c1ccc(NC(C)=O)cc1,-6.1,.,-0.9,0.0,-13.1,-6.3,-2.9%,-0.2,2.6
COc1ccc(Cn2c(C3CC3)nc3ccc(NC(=O)c4ccco4)cc3c2=O)cc1,-9.3,-22.3%,-6.4,1.0,6.1,6.3,1.4%,2.3,3.8
